CCT modulator: cytosolic chaperonin activity modulation. hit rate 0.3% among 360,000. purified chaperonin ATPase assay, HTRF ADP detection, 30 min. activity change, % (test concentration not listed), hits read low; in the data active = activity change below about -30%; note: % is set by controls: 0 for no effect and ±100 for the full control effect
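We incubate TRiC, 40 or 20 nM final, with library compounds at 76 uM and 10 uM ATP for 30 min at 37 °C. ADP formed is detected with Transcreener HTRF reagents after 30 min at room temperature.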
EPAC2 antag: EPAC2 (human) antagonism | Q8WZA2 | hit rate 0.18% among 360,000 | EPAC2 GEF exchange of Rap1B-BODIPY-GDP, fluorescence | AID 720708 | Potency, µM (doses to about 114 µM), for the others: at the highest dose activity, negative = inhibition, actives largely listed as inhibitors; note: potency is the fitted concentration of half-maximal effect; % is set by controls: 0 for no effect and ±100 for the full control effect; nearly all actives have a fitted effect of over 45% in size; many of its hits are not listed in these tables
DRD3 antagonist: D3 dopamine receptor (human) antagonism | D3R cells, DiscoveRx beta-arrestin luminescence, antagonist mode; active compounds read low | hit rate 2.5% among 360,000 | AID 652054 | max response, negative = inhibition, % | P35462; in the data active = max response below about -50%; inconclusive = no clear call, values can overlap the other calls; note: % is set by controls: 0 for no effect and ±100 for the full control effect; mostly tested at two doses, the higher about 12 µM
Target sequence (P35462 whole entry, looked up): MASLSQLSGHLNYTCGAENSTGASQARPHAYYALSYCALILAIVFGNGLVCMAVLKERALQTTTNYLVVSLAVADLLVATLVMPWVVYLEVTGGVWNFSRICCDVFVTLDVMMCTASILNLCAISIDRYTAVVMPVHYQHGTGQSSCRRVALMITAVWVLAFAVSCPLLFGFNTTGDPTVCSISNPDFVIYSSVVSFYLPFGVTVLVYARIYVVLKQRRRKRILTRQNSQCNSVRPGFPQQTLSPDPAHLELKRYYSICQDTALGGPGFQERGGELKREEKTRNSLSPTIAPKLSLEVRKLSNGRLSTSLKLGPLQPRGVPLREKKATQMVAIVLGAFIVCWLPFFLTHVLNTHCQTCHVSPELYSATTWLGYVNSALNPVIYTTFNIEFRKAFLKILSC
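Cells expressing the human receptor were seeded at 1500 cells/well, incubated overnight at 37 degrees C in 5% CO2, then exposed to library compounds with dopamine controls for 90 minutes at 37 degrees C before luminescent detection.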
D3 ag: agonists of human D3 dopamine receptor | max activation, % | P35462 | D3R DiscoveRx beta-arrestin cells, luminescence, 90 min | hit rate 0.58% among 410,000; in the data active = max activation above about 30%; note: 0% is about no effect; mostly tested at two doses, the higher about 12 µM
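Cells at 1500/well, incubated overnight, then treated with pinned compounds (dopamine as control) for 90 min at 37 degrees C. DiscoveRx reagent added for 30 - 60 minutes at room temperature; luminescence read.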
pAkt inh: inhibitors of Akt phosphorylation | Neuro2A IGF-stimulated pAkt S473 HTRF, 20 min; active compounds read low | activity change, % for hits at 50 µM | hit rate 0.32% among 360,000; in the data active = activity change below about -80%; inconclusive = mostly about -51% to -80%; note: % is set by controls: 0 for no effect and ±100 for the full control effect
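Neuro2A cells in DMEM with 0.5% FBS, overnight at 37 deg C, given compound at single 50 µM final, then IGF (6 nM final) for 20 min at 37 deg C. Lysed; phospho-Akt Ser473 by HTRF after 24 h, 665/615 ratio.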
PTHR1 ag: activates the human parathyroid hormone receptor PTHR1 | HEK293 GP2 PTHR1 cells, GloSensor cAMP luminescence, 1 h | Potency, µM (doses to about 115 µM), inactives show top-dose activation, usual class: activators | hit rate 0.075% among 410,000; note: potency is the fitted concentration of half-maximal effect; nearly all actives have a fitted effect of over 55% in size; some results filed as inactive show a strong effect at the top dose; inactives centre near -15; many of its hits are not listed in these tables
Target sequence (Q03431 whole entry, looked up): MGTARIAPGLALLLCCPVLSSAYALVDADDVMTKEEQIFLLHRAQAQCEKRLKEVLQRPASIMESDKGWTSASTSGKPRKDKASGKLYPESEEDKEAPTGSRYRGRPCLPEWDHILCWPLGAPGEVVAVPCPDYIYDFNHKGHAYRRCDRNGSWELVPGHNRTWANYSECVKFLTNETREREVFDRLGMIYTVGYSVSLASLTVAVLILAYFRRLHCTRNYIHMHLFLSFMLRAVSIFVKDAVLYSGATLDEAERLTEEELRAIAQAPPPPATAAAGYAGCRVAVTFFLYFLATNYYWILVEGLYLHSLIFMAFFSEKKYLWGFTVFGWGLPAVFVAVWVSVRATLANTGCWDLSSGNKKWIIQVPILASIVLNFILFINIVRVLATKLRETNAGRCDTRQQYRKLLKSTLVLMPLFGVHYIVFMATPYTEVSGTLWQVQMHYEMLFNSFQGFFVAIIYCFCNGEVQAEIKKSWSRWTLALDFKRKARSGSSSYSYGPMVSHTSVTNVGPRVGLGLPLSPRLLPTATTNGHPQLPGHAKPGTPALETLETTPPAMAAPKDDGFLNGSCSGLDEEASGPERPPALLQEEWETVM
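HEK-293-derived GP2 cells expressing PTHR1 and a GloSensor cAMP reporter, 3,000/well, plated overnight, given luciferin plus IBMX (each 0.5 mM as added) for 1 h at 37 °C, then compound for 1 h at 37 °C. Luminescence was read after 15 min at room temperature.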
Mm-Cpn inhibitor: blocks the Methanococcus maripaludis chaperonin Mm-Cpn; purified Mm-Cpn ATPase, ADP Transcreener TR-FRET; Potency, µM (top dose mostly 76.9 µM), without a hit: at the highest dose activity, negative = inhibition, usual class: inhibitors; hit rate 0.031% among 330,000; AID 504842; note: potency is the fitted concentration of half-maximal effect; % is set by controls: 0 for no effect and ±100 for the full control effect; nearly all actives have a fitted effect of over 80% in size
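Purified archaeal chaperonin (25 nM final) was preincubated with compound for 10 min at 37°C, then ATP (10 uM final) was added for 30 min at 37°C in Tris pH 7.4/KCl/MgCl2/DTT buffer. ADP was quantified by HTRF Transcreener TR-FRET.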
EPAC2 ag: EPAC2 (human) agonism; Q8WZA2; EPAC2 activation, biochemical qHTS; response scale: 100% = 6.5 mM cAMP response; Potency, µM (top dose mostly 154 µM), for inactives: at the highest dose activation, hits mostly activators; hit rate 0.079% among 360,000; note: potency is the fitted concentration of half-maximal effect; nearly all actives have a fitted effect of over 50% in size
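Fluorescence exchange assay: 100 nM EPAC2 with 250 nM RAP1B-BODIPY-GDP and 50 uM GDP; compounds tested as a concentration-titration series (qHTS). Loss of Rap1-bound BODIPY-GDP fluorescence read at 480/540 nm; data normalized to 6.5 mM cAMP.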
Numbers without * were called inactive; i = inactive; ? = inconclusive; · = no result given; [ ] = remark or other dose. Unless noted, calls come from the whole dose curve; as a rule, active = well fitted curve in the direction sought with a large enough effect; inconclusive = small, poorly fitted or top-dose-only effect, or another doubt; inactive = no such curve, though single readings can be large; an effect the other way counts as inactive or inconclusive.

The opening 3 records as a preview:
SMILES	CCT modulator	EPAC2 antag	DRD3 antagonist	D3 ag	pAkt inh	PTHR1 ag	Mm-Cpn inhibitor	EPAC2 ag
O=C(Nc1ccc(-c2csc(Nc3ccccc3)n2)cc1)c1cccc(C(F)(F)F)c1	-0.9	-11%	30	-7	i	-42%[inhibitor]	-1%	0%
O=C(NCCCN1CCOCC1)c1cc(-c2cccc(O)c2)on1	-1.3	-1%	5	3	i	-8%	2%	7%
O=c1cc(-c2ccc3c(c2)OCO3)oc2ccccc12	0.3	0%	9	1	i	-22%[57.5 µM]	?	2%

Main list, repeating the preview:
SMILES	CCT modulator	EPAC2 antag	DRD3 antagonist	D3 ag	pAkt inh	PTHR1 ag	Mm-Cpn inhibitor	EPAC2 ag
O=C(Nc1ccc(-c2csc(Nc3ccccc3)n2)cc1)c1cccc(C(F)(F)F)c1	-0.9	-11%	30	-7	i	-42%[inhibitor]	-1%	0%
O=C(NCCCN1CCOCC1)c1cc(-c2cccc(O)c2)on1	-1.3	-1%	5	3	i	-8%	2%	7%
O=c1cc(-c2ccc3c(c2)OCO3)oc2ccccc12	0.3	0%	9	1	i	-22%[57.5 µM]	?	2%
CCOc1ccc(NC(=O)Cn2nnc(-c3ccccc3NC(=O)CC)n2)cc1	-1.3	2%	51	2	i	-11%	0%	-14%
O=C(c1ccccc1)N1CCN(c2ccc(N3CCOCC3)nn2)CC1	-0.9	-1%	3	8	i	i	0%	0%
CCOC(=O)N1CCN(C(c2ccc(C(C)C)cc2)c2sc3nc(C)nn3c2O)CC1 (stereo not drawn)	-0.2	-7%	-7	1	i	i	-1%	2%
CC12CCC(C(=O)N(c3nccs3)C1=O)C2(C)C (stereo not drawn)	-0.5	5%	5	12	i	i	·	10%
CCCCc1nc(SCc2ccc([N+](=O)[O-])cc2)n[nH]1	0.8	8%	-14	-4	i	-13%	-3%	1%
CC(C)Cn1c(SCC(=O)c2ccc(Cl)s2)nnc1-c1ccco1	-1.1	-5%	-4	4	i	-1%	-4%	16%
Cc1ccc(S(=O)(=O)N2[C@@H](c3ccc(Cl)cc3)C(C(=O)OC(C)(C)C)=CC[C@H]2c2ccc(Cl)c(Cl)c2)cc1	2.3	?	-25	-4	i	-20%	·	-17%
O=C(NCCc1ccccc1)C1CCC(CNS(=O)(=O)c2cccc3cccnc23)CC1 (stereo not drawn)	1.6	-14%	-13	-11	i	-53%[inhibitor]	2%	4%
O=[N+]([O-])c1ccc(N(CCO)Cc2ccccc2)c([N+](=O)[O-])c1	-0.3	-5%	6	1	i	-42%[inhibitor]	-1%	4%
Cc1sc2nc(CN3CCCC3)nc(N3CCN(S(=O)(=O)c4cccs4)CC3)c2c1C	0.3	0%[57.1 µM]	?	-10	i	?	-2%	11%
CCc1nc(SCC(=O)Nc2ccc(OC)cc2[N+](=O)[O-])n[nH]1	1.0	2%	-3	7	i	i	-3%	3%
O=C(N/N=C/c1ccccc1)c1cc(-c2ccc3c(c2)OCO3)n[nH]1	1.0	4%	5	-3	i	-12%	0%	-11%
CCCc1nnc(NC(=O)CN2C(=O)C3C4C=CC(C4)C3C2=O)s1 (stereo not drawn)	-0.9	9%	15	2	i	i	-1%	7%
O=C(Nc1cccc(S(=O)(=O)C(F)(F)F)c1)[C@@H]1O[C@H](CO)[C@@H](O)[C@H]1O	-0.4	-5%	-8	-5	i	i	·	10%
Cc1cc(C)c(C#N)c(N2CCOCC2)n1	-2.0	9%	13	-2	i	i	0%	6%
CC(C)c1ccc(OCC(=O)NNC(=O)c2cnccn2)cc1	-3.0	4%	-17	-3	i	i	-1%	10%
O=C(COc1ccccc1Br)N1CCN(C(=O)c2ccco2)CC1	-0.6	8%	8	-5	i	-40%[inhibitor]	-4%	4%
CC(OC(=O)c1nc(Cl)ccc1Cl)C(=O)NCc1ccccc1 (stereo not drawn)	-0.4	5%	13	1	i	-6%	·	0%
CCN(CC)C(=O)/C=C/c1ccc(OC)c(S(=O)(=O)N2CCCCC2)c1	0.7	5%	3	3	i	-21%	2%	1%
O=C(Cc1coc2ccc3ccccc3c12)NC1CCCc2ccccc21 (stereo not drawn)	-2.6	-1%	0	0	i	0%	-2%	4%
CC(C)(C)c1ccc(C2(C)NC(=O)N(CC(=O)NCc3cccs3)C2=O)cc1 (stereo not drawn)	-1.5	1%	-4	6	i	-3%	1%	-10%
COCCNC(=O)CN(C(=O)CCC(=O)Nc1ccccn1)c1ccc(C)cc1	-3.7	7%	-16	3	i	17%	-2%	19%
Cc1cc(S(=O)(=O)NCc2ccco2)c(C)cc1Cl	-0.1	-8%	-6	-11	i	i	-2%	9%
COc1ccc(C(=O)NCc2nnc(SCC(=O)N3CCOCC3)o2)cc1	-2.8	1%	15	0	i	i	3%	7%
O=C(Cc1ccc([N+](=O)[O-])cc1)OCc1c(F)cccc1Cl	0.4	-2%	13	1	i	-10%	-3%	6%
CCc1nc(=O)c(-c2ccccc2)c(C)n1-c1ccccc1	0.7	3%	-12	-6	i	i	4%	17%
COc1ccc(C(=O)N[C@H](C(=O)NCC2CCCCC2)C(C)C)cc1	-1.8	1%	16	-1	i	i	3%	-5%
Cc1ccc(C(=O)NCC(=O)OCc2c(F)cccc2Cl)s1	-0.8	-3%	-9	-4	i	-19%	-1%	-8%
Cc1csc(NC(=O)c2cccn2C)n1	-5.5	2%	-10	-6	i	-20%[57.5 µM]	2%	0%
O=S(=O)(c1ccccc1C(F)(F)F)N1CCN(CC(O)COc2ccccc2F)CC1 (stereo not drawn)	0.2	-9%	-28	-9	i	i	-2%	4%
Cc1cnccc1CN(C)Cc1cn(C)nc1-c1cccc(Cl)c1	1.6	3%	13	5	i	i	2%	2%
CN(C(=O)CSCC(=O)Nc1ccc(Cl)cc1)C1CCCCC1	-0.4	3%	0	-18	i	-1%	0%	4%
COc1ccc(CCNC(=O)c2ccc(NC(=O)CC3SC(N4CCCC4)=NC3=O)cc2)cc1OC (stereo not drawn)	1.6	25%	9	-3	i	-29%	·	8%
Cc1ccccc1N1CCN(S(=O)(=O)CC23CCC(CC2=O)C3(C)C)CC1 (stereo not drawn)	-1.2	-7%	0	1	i	-29%	-1%	16%
COc1cc(C(=O)NCCc2ccc(S(N)(=O)=O)cc2)cc(OC)c1OC	-1.2	1%	-11	23	i	i	0%	5%
CC(=O)C(C(C)=O)C1(O)C(=O)c2ccccc2C1=O	1.1	-10%	2	7	i	-18%	-6%	8%
Cc1ccc(S(=O)(=O)Nc2ccc3c(c2)CC(=O)N([C@H](C)CO)C[C@@H](C)[C@H](CN(C)Cc2ccc(-c4ccccc4)cc2)O3)cc1	-2.5	3%	-6	0	i	i	-1%	0%

2 records picked at random from those above:
SMILES	CCT modulator	EPAC2 antag	DRD3 antagonist	D3 ag	pAkt inh	PTHR1 ag	Mm-Cpn inhibitor	EPAC2 ag
O=C(Cc1ccc([N+](=O)[O-])cc1)OCc1c(F)cccc1Cl	0.4	-2%	13	1	i	-10%	-3%	6%
O=C(Nc1ccc(-c2csc(Nc3ccccc3)n2)cc1)c1cccc(C(F)(F)F)c1	-0.9	-11%	30	-7	i	-42%[inhibitor]	-1%	0%

Further results:
SMILES	CCT modulator	EPAC2 antag	DRD3 antagonist	D3 ag	pAkt inh	PTHR1 ag	Mm-Cpn inhibitor	EPAC2 ag
CCOC(=O)C(NC(C)=O)C(=O)O (stereo not drawn)	1.0	11%	12	6	i	i	0%	-7%
COC(=O)c1nn(-c2ccc(Oc3ccccc3)cc2)c(=O)cc1O	-1.0	-3%	0	-1	i	-15%	4%	5%
COc1ccc(/C=N/N2CCN(c3ccccc3OC)CC2)cc1OC	-1.3	6%	-16	8	i	-2%[57.5 µM]	-2%	1%
Cc1nc(-c2ccc3c(c2)OCCCO3)cs1	-1.3	0%	-3	-11	i	i	-1%	7%
Cc1cc(C)n2nc(S(=O)(=O)NCCc3ccccc3)nc2n1	0.7	2%	1	3	i	9%	0%	-1%
O=C(NCC1CCCO1)C(c1ccc(F)cc1)N(C(=O)Cn1nnc(-c2ccc(F)cc2)n1)c1cccc(O)c1 (stereo not drawn)	4.9	-12%	50	12	i	i	-1%	-6%
CCOC(=O)c1cc(NC(=O)c2ccoc2C)cc(C(=O)OCC)c1	-1.0	-13%	33	18	i	-43%[inhibitor][57.5 µM]	4%	0%
COC(=O)c1ccc(OCC(=O)N2CCCc3ccccc32)cc1	-0.6	3%	-6	-2	i	-8%	2%	15%
COc1ccc(Nc2nc(Cl)nc(NCCO)n2)cc1	-2.3	-4%	-10	-6	i	-21%	-1%	8%
Cc1ccc(C(=O)NCC(=O)NCC(=O)OCC(=O)c2ccc(F)cc2)cc1	-7.6	2%	?	1	i	i	-1%	7%
Cc1cc(=S)[nH]c2ccccc12	-0.3	2%	21	4	i	i	1%	8%
O/N=C1\CC(O)Cc2nonc21 (stereo not drawn)	0.8	-1%	22	0	i	i	-2%	6%
CCC(C)NC(=O)C1(C)CCC(=O)N1CCc1ccc(OC)c(OC)c1 (stereo not drawn)	-3.4	0%	6	7	i	i	-2%	3%
O=C(Nc1ccccc1)c1ccc(NC(=O)C2CC2)cc1	-1.1	8%	0	6	i	i	0%	6%
CS(=O)(=O)c1cccc(C(=O)N(CCc2ccccc2)Cc2cccs2)c1	-0.3	0%	-10	-1	i	i	1%	8%
Cc1ccc2cc(C#N)c(N3CCCN(S(=O)(=O)c4ccc(F)cc4)CC3)nc2c1	-0.9	0%	-2	-17	i	-32%[inhibitor][57.5 µM]	-15%	13%
Cc1cccc(NC(=O)NC2(C(=O)NCc3ccco3)CCCCC2)c1	-3.4	1%	0	-8	i	-2%	0%	-5%
COCC(=O)N1CCC(n2nccc2NC(=O)CCOc2ccccc2)CC1	-1.2	7%	5	2	·	i	0%	2%
Cc1ccc(S(=O)(=O)NCCC(=O)NCC(c2cccs2)N(C)C)cc1 (stereo not drawn)	1.4	3%	1	3	i	i	-4%	4%
COc1ccc(NC(=O)C(=O)NNC(=O)c2cccs2)c(OC)c1	-0.9	7%	-73*	-5	i	i	3%	6%
COC(=O)c1ccc(C)c(NC(=O)Cn2c(C)csc2=O)c1	-4.0	2%	-1	5	i	i	-2%	7%
CCN(CC)c1ccc(NC(=S)Nc2ccc(F)cc2)cc1	-1.0	7%	-22	-1	i	-79%[inhibitor]	2%	2%
Cc1cc(=O)oc2cc(OCC(=O)NCCc3c[nH]c4ccc(F)cc34)ccc12	-3.8	2%	2	2	i	-22%	2%	-3%
CN(C)c1ccc(C=C(C#N)C(=O)c2ccccc2)cc1Br	-0.9	16%	4	3	i	i	·	6%

Screening data (PubChem BioAssay)

These rows are one share of the data. The share of hits here may be higher or lower than overall.
